CBFb RUNX1 block: CBF-beta/RUNX1 interaction disruption. AlphaScreen CBFb-His/RUNX1-biotin binding, biochemical. AID 1477. Q01196+Q13951. Potency, µM (doses to about 59.8 µM), for inactives: at the top dose activity, negative = inhibition, most hits filed as inhibitors. 230,000 tested, under 10 active; further: % of control where 0% means no effect
Target sequence (Q01196 whole entry, looked up): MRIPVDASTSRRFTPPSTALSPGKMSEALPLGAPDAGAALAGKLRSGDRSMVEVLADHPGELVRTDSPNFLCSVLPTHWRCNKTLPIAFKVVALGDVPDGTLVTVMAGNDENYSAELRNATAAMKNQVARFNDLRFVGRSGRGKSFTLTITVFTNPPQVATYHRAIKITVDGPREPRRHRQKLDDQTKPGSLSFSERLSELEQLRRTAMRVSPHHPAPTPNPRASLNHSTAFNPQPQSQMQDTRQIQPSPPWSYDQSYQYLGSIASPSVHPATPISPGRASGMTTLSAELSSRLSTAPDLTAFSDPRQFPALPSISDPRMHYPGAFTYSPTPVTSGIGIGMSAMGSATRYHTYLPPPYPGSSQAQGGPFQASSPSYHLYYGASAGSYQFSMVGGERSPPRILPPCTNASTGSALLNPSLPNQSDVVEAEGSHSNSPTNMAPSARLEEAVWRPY
Target sequence (Q13951 whole entry, looked up): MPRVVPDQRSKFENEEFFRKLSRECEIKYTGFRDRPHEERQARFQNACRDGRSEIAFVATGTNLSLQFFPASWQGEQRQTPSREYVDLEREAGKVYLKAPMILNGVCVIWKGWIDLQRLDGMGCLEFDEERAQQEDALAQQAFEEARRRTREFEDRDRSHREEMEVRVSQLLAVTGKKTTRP
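AlphaScreen proximity signal reports loss of binding between His-tagged CBF-beta and biotin-labelled RUNX1, each at 30 nM. Proteins are pre-associated for 20 minutes, compounds added for 15 minutes, then beads for 90 minutes, all at ambient temperature.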
GAA spleen mod: inhibits or activates alpha-glucosidase in human spleen homogenate; Potency, µM (top dose mostly 79.9 µM), inactives show at the highest dose activity change, negative = inhibition, hits mostly inhibitors; P10253; human spleen homogenate, 4-MU-alpha-glucoside fluorescence; actives 0.006% (n = 240,000); AID 2112;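 further: potency means the concentration at half of the fitted maximal effect; 0% = enzyme with vehicle and -100% = no enzyme basal signal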
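Human spleen homogenate (1 ug) with 4-methylumbelliferyl-alpha-D-glucopyranoside (1 mM final) in 50 mM citrate/phosphate pH 5.0, 0.01% Tween-20; 40 min at 37 C. Stopped at pH 10; 4-MU fluorescence Ex 365/Em 440 nm; AC50 by Hill fit.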
GAA glycogen: inhibitors or activators of human alpha-glucosidase glycogen cleavage; P10253; recombinant GAA, glycogen substrate, Amplex Red glucose oxidase fluorescence; Potency, µM (doses to about 76.4 µM), for the others: at the top dose activity change, negative = inhibition, hits mostly inhibitors; actives 0.38% (n = 300,000);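 further: potency means the concentration at half of the fitted maximal effect; 0% = full enzyme reaction and -100% = no-enzyme basal signal; the screen sought inhibitors and activators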
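Recombinant human alpha-glucosidase (4 nM final) hydrolysed bovine liver glycogen (30 ug) for 40 min at 37 C in pH 5.0 citrate/phosphate with 0.01% Tween-20. Released glucose detected by glucose oxidase/Amplex Red, Ex 573/Em 610 nm. Compounds up to 77 uM; AC50 from Hill fits.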
HttQ103 aggreg: mutant huntingtin aggregation inhibition; actives 1.1% (n = 220,000); Potency, µM (top dose mostly 46.1 µM), for the others: at the highest dose activity change, negative = inhibition, most hits filed as inhibitors; PC12 HttQ103-GFP aggregates, Acumen cytometry, 40 h; further: potency means the concentration at half of the fitted maximal effect; on the % scale 0 is the no-effect control and ±100 the full control effect; nearly all actives have a fitted effect of over 60% in size
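PC12/HTTQ103-GFP, ecdysone-inducible; teb 100 nM; cpd qHTS titration; GFP aggregates read on laser cytometer, Ex 488/Em 500-530 nm.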
Lamin A splicing: modulators of lamin A splicing | HeLa LMNA splicing GFP/RFP minigene ratio, 48 h | Potency, µM (highest dose often 46.1 µM), inactives show at the top dose ratio change, negative = inhibition, hits mostly inhibitors | actives 0.01% (n = 200,000); active means well fitted inhibition curve with a large enough effect in the signal ratio, with a control signal flat, not every such curve was filed as active; inconclusive means small, poorly fitted or top-dose-only effect, or effect the other way, or a change in a side signal; the % refers to the signal ratio; further: potency means the concentration at half of the fitted maximal effect; on the % scale 0 is the no-effect control and ±100 the full control effect
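Read-out is the ratio of GFP to DsRed2 object intensity, acquired by 488 nm laser-scanning cytometry on HeLa lamin A-EGFP minigene reporter cells. Compound incubation 48 hrs at 37 °C in Opti-MEM with 2% FBS; DMSO 0.5% final.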
GAA inhib: blocks human lysosomal alpha-glucosidase; purified human GAA, 4-MU-alpha-glucoside fluorescence; AID 1466; P10253; Potency, µM (highest dose often 76.9 µM), for the others: top-dose activity change, negative = inhibition, actives largely listed as inhibitors; actives 0.005% (n = 200,000);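 further: potency means the concentration at half of the fitted maximal effect; plate controls were uninhibited enzyme wells for no effect and no-enzyme background for full effect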
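Enzyme (4 nM final) mixed with compound (up to 77 uM), then 4-MU-alpha-D-pyranoside (400 uM final) added; 20 min at room temperature, pH 5.0. Reaction stopped at pH 10, fluorescence read, AC50 derived by Hill fit.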
HTT ATP protect: protects HTT-Q103 PC12 cells, measured by ATP; PC12 HTT-Q103 induced, cytoprotection, ATP luminescence, 40 h; Potency, µM (doses to about 56.4 µM), for the others: cytoprotection (ATP increase), actives largely listed as activators; actives 0.14% (n = 230,000); AID 1471;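 further: potency means the concentration at half of the fitted maximal effect; % of control where 0% means no effect; nearly all actives have a fitted effect of over 45% in size; toxic huntingtin expression switched on by the ecdysone agonist tebufenozide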
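Cells were plated at 1500 per well in phenol red-free DMEM with 5% equine and 5% calf serum. Tebufenozide (100 nM final) and compounds were added, then ATPlite reagent, and luminescence was read.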
An asterisk follows results filed as active; ? = inconclusive; / = no result given; & = joins results of further samples; [ ] = another dose, or the depositor's remark. Unless noted, the call rests on the fitted dose curve; in most records, active means well fitted curve in the direction sought with a large enough effect; inconclusive means small, poorly fitted or top-dose-only effect, or another doubt; inactive means no such curve, though single readings can be large; an effect the other way counts as inactive or inconclusive.

Value order: CBFb RUNX1 block, GAA spleen mod, GAA glycogen, HttQ103 aggreg, Lamin A splicing, GAA inhib, HTT ATP protect
- O=C1CCCC2=C1C(c1cccnc1)Nc1ccccc1N2 (stereo not given)
  5%, -4%, 2%, 8%, -7%, ?, 0%
- COCCOC(=O)C1=C(N)OC(C)=C(C(=O)OC)C12C(=O)Nc1ccccc12 (stereo not given)
  4%, -3%, 0%, 10%, -5%, -4%, -4%
- CCn1cc(C(=O)N2CCOCC2)c2ccccc21
  18%, -1%, 2%, 9%, /, -5%, -5%
- O=C(N/N=C/c1c(O)n(CCc2ccccc2)c(=O)[nH]c1=O)c1ccccc1
  -1%, -16%, -4%, 2%[9.22 µM], -8%[46 µM], -2%, 7%[10 µM]
- CC(C)C(=O)c1cn(Cc2ccc(C#N)cc2)c2ccccc12
  0%, 10%, -3%, ?, ?, -11%, 17%[10 µM]
- CCC(=NCCO)c1c(O)n(-c2ccccc2)c(=O)[nH]c1=O
  2%, 4%, 3%, -14%, 1%, 1%, -4%
- Cc1c(N=Nc2c(O)[nH]c(=O)[nH]c2=O)c(=O)n(-c2ccccc2)n1C
  -21%, ?, ?, -10%, -20%[46 µM], -15%, -8%[10 µM]
- CCOC(=O)c1c(N)n(Cc2ccc(OC)cc2)c2nc3ccccc3nc12
  17%, 28%, -2%, 24%, 8%, ?, -1%
- Nc1ccccc1C(=O)O
  7%[21.7 µM], 3%, /, -4%, 20%, /, -41%
- O=C(/C=C/C=C/c1ccccc1)CC1(O)C(=O)Nc2ccccc21 (stereo not given)
  0%, -1%, 3%, 23%, 12%[46 µM], 5%, 15%
- CCn1c(O)c(C=NCc2cccs2)c(=O)[nH]c1=O
  13%, -3%, 6%, -6%, -9%, -9%, 0%[10 µM]
- O=C(CCC1CCCN(Cc2cccc3c2OCO3)C1)NCc1ccc(F)c(F)c1 (stereo not given)
  1%, -8%, -8%, -8%[9.22 µM], /, ?, 16%[10 µM]
- Cc1ccc(S(=O)(=O)NCCC(=O)Nc2ccc(Cl)cc2C(=O)c2ccccc2)cc1
  -3%, 6%, -5%, 19%, -27%, 3%, -11%[10 µM]
- NC(=O)c1ccc(N=Cc2c(O)n(Cc3ccco3)c(=O)[nH]c2=O)cc1
  -2%, -11%, 4%, -12%[9.22 µM], /, /, 0%[10 µM]
- CN1[C@@H]2CC[C@H]1CC(O)C2 (stereo not given in full)
  -2%[21.7 µM], 3%[29.1 µM], /, /, ?, /, 12%[40.3 µM]
- Cc1cc(C)c(C2=NOC(O)(C(F)(F)F)C2)c(=O)[nH]1 (stereo not given)
  -2%, -2%, 4%, 8%, 9%, 4%, 7%
- O=Cc1ccco1
  -1%[21.7 µM], 1%, /, -16%, ?, /, 1%
- Fc1ccc2c(c1)nnn2C1CCN(Cc2c(Cl)cccc2Cl)CC1
  4%, -7%, 13%, -31%, -5%, -3%, 43%[10 µM]
- CCN1C(=O)c2ccccc2Sc2ccc(C(=O)N3CCC4(CC3)OCCO4)cc21
  3%, 0%, 3%, 18%, ?, -2%, -1%
- O=c1oc2ccccc2c(O)c1C(c1ccc([N+](=O)[O-])cc1)c1c(O)c2ccccc2oc1=O
  -26%, /, -13%, -9%, ?, -16%, -39%[inhibitor]

Next entries.
Value order: CBFb RUNX1 block, GAA spleen mod, GAA glycogen, HttQ103 aggreg, Lamin A splicing, GAA inhib, HTT ATP protect
- COc1ccc(-c2cc(=O)c3c(OC)c(OC)c(OC)cc3o2)cc1
  2%, -1%, 12%, -9%[9.22 µM], /, /, -7%[10 µM]
- CN1C2C=C(N(C(=O)c3ccc(Cl)cc3)c3ccccc3)CC1CC2 (stereo not given)
  4%, -1%, 2%, -3%, 3%, 3%, 17%[10 µM]
- CCN(CC)S(=O)(=O)c1ccc(NN=C(C#N)C#N)cc1
  -5%, -11%, -1%, -4%, ?, 3%, /
- CN1CCC2(O)OCCCC2C1 (stereo not given)
  -2%, -1%, 0%, 10%[9.22 µM], /, -2%, 3%[10 µM]
- CCOC(=O)C1C(=O)N(C)C2(C)CC1c1cc(OC)ccc1O2 (stereo not given)
  0%, -1%, -1%, 22%, 4%, -3%, -42%[inhibitor]
- O=C1NC(=O)C(=Cc2ccccc2Oc2ccc(F)cc2)C(=O)N1
  6%, 2%, 5%, -19%, /, 0%, 7%
- O=C(NCC(c1cccnc1)N1CCN(c2ccccc2)CC1)Oc1ccccc1 (stereo not given)
  2%, 1%, 0%, 25%, -6%, -3%, -16%[10 µM]
- Cc1ccccc1N1C(=O)CC(=O)N(c2ccccc2C)C1=O
  3%, -3%, 8%, 3%, -3%, 3%, /
- Cc1ccc2cc(C=C(C#N)C#N)c(Cl)nc2c1
  2%, 1%, 10%, 9%, -20%, 3%, -17%[10 µM]
- O=[N+]([O-])c1ccc(N2CCNCC2)cc1N1CCCCCC1
  10%, -9%, -20%, 9%, /, 7%, -4%
- O=P(C(Cl)Cl)(N1CCCCC1)N1CCCCC1
  2%, -2%, -13%, 10%, -1%, -2%, 3%
- COC(=O)OCC12CCC(O1)C1(C)C(=O)OCC21 (stereo not given)
  -20%, -4%, 8%, 23%, -3%, 3%, -2%[10 µM]
- CCN(CC)c1ccc(/C=C2/C(=O)NC(=O)N(Cc3ccco3)C2=O)cc1
  ?, -8%, 13%, -12%, -16%, -4%, 1%[10 µM]
- COC(=O)C[C@]1(C(=O)OC)CN(C#N)N(c2ccc(Cl)cc2)C12c1ccccc1-c1ccccc12
  -15%, 4%, -2%, 5.6µM*, ?, -10%, -97%[inhibitor][10 µM]
- Cc1cc(OC(=O)N(C)C)nc(-c2ccc(C)c(Cl)c2)n1
  14%, -2%, -1%, -23%[9.22 µM], /, /, 21%[10 µM]
- O=C1NC(=O)N(Cc2ccccc2)C(=O)/C1=C\C=C\c1ccco1
  -15%, 0%, -20%, ?, ?, 3%, -53%[inhibitor]
- ClCCOCCCl
  22%[21.7 µM], 2%, /, /, /, /, 4%
- Cc1ccc(-c2cc(C(=O)N3CCC4(CC3)OCCO4)no2)cc1
  -4%, 0%, -15%, -1%[9.22 µM], 12%[46 µM], -25%, 0%[10 µM]
- CCOC(=O)C1CCN(/C=C2/C(=O)NC(=O)N(c3ccc(OCC)cc3)C2=O)CC1
  3%, 4%, 1%, -4%, 0%, 7%, -1%
- CCc1ccc(C(=O)NCc2ccc(Cl)cc2Cl)cc1
  16%, -2%, 4%, -8%, ?, -2%, /

Later entries.
Value order: CBFb RUNX1 block, GAA spleen mod, GAA glycogen, HttQ103 aggreg, Lamin A splicing, GAA inhib, HTT ATP protect
- CCC1C(c2ccccc2)NC(c2ccccc2)CC1(O)c1ccc(F)cc1 (stereo not given)
  2%, 9%, 3%, -6%[9.22 µM], /, /, -8%[10 µM]
- Nc1c2c(nc3sc4c(c13)CCCCC4)CCCC2
  2%, -3%, -4%, ?, ?, 9%, -3%[10 µM]
- CNC(=S)N(C)CCc1cc2c(c(OC)c1C=C1C(=O)NC(=O)NC1=O)OCO2
  -6%, -1%, 3%, -10%[9.22 µM], /, -12%, 15%[10 µM]
- Cc1ccsc1C(=O)C1CCCN(Cc2ccc(O)cc2)C1 (stereo not given)
  -1%, -6%, -11%, 13%[9.22 µM], 9%[46 µM], -4%, 15%[10 µM]
- COc1ccc(CCN(C)Cc2ccc(F)cc2F)cc1OC
  -1%, -3%, -3%, -13%, 12%, -6%, -7%
- C[C@]12CCC(=O)C=C1CCC1C2CC[C@@]2(C)C1CC[C@@]2(O)CC#N (stereo not given in full)
  21%, -3%, 0%, -7%, -13%, -3%, -12%
- CC(=O)OC1(c2ccccc2)CCN(C)C2CCCCC21 (stereo not given)
  11%, 2%, 7%, -14%, -8%, -4%, 12%[10 µM]
- CCN(CC)Cc1c[nH]c2ccccc12
  -15%, -6%, -13%, 5%, ?, 3%, -21%
- CCC(CC)NC1CCCCC1OC (stereo not given)
  -25%, 1%, 6%, -2%, -8%, 1%, -23%[10 µM]
- O=C(O)CC1OCC=C2CN3CCC45C6=CC(=O)C(=O)C([N+](=O)[O-])=C6NC4C1C2CC35 (stereo not given)
  -18%, -4%, -4%, -2%[9.22 µM], /, -13%, 27%[10 µM]
- O=CN1CC2CC(C1)c1cccc(=O)n1C2 (stereo not given)
  -3%[21.7 µM], -6%, /, /, /, /, -1%[1.9 µM]
- CCN1CCN(Cc2ccccc2C)CC1
  3%, 4%, -4%, -3%, -21%, -4%, -6%
- CCC[N+](=O)[O-]
  6%[21.7 µM], 8%, /, /, /, /, 0%
- Cc1cccc(-n2c(O)c(C=NCc3cccnc3)c(=O)[nH]c2=O)c1C
  11%, 3%, 1%, 23%, 11%, -6%, -7%[0.074 µM]
- O=c1[nH]c(N2CCN(Cc3ccc4c(c3)OCO4)CC2)nc2c1CCC2
  8%, -3%, 0%, 4%, 9%, -3%, 5%
- CN1CC=C2C(C#N)=C(N)C(C#N)(C#N)C(c3ccncc3)C2C1 (stereo not given)
  -4%, -7%, 28%, 1%, 15%, ?, 6%[10 µM]
- COC[C@H]([C@@H](O)[C@@H](O)C(=O)NCC[C@@H](C)c1nc(/C=C/C[C@H]2OC3(C[C@H](O)[C@H]2C)OC([C@@H](C[C@@H](O)[C@@H](C)[C@@H](O)[C@@H](C)/C=C(C)/C(C)=C/C=C/C(C)=C\C#N)OC)[C@@H](OP(=O)(O)O)C3(C)C)co1)N(C)C (stereo not given in full)
  6%&8%, 3%&3%, /, /, /, /, ?
- O=C(CN1CCCCC1)c1ccccc1F
  -4%, -10%, 4%, 13%, ?, -2%, -23%
- Cn1c(O)c(/C=N/N2CCCCC2)c(=O)[nH]c1=O
  3%, -1%, ?, 18%, 16%, ?, 3%[10 µM]
- CCCN(CC#CCO)CCC
  -3%, 0%, 2%, -6%, -8%, -3%, 5%[10 µM]

Entries of single compounds, quoted from the list. Values in the order: CBFb RUNX1 block, GAA spleen mod, GAA glycogen, HttQ103 aggreg, Lamin A splicing, GAA inhib, HTT ATP protect
Entry for CCN(CC)Cc1c[nH]c2ccccc12 = -15%, -6%, -13%, 5%, ?, 3%, -21%
Entry for O=C(CN1CCCCC1)c1ccccc1F = -4%, -10%, 4%, 13%, ?, -2%, -23%
Entry for CCC(CC)NC1CCCCC1OC (stereo not given) = -25%, 1%, 6%, -2%, -8%, 1%, -23%[10 µM]
Entry for O=c1[nH]c(N2CCN(Cc3ccc4c(c3)OCO4)CC2)nc2c1CCC2 = 8%, -3%, 0%, 4%, 9%, -3%, 5%

Screening data from PubChem.

The list is partial; the hit share may differ from the screen's.
